# Casp7 inh = qHTS Assay for Allosteric/Competitive Inhibitors of Caspase-7. P55210. recombinant caspase-7, Ac-DEVD-AFC fluorescence rate. Potency, µM (doses to about 57.5 µM), without a hit: at the highest dose activity change, negative = inhibition, hits mostly inhibitors. 75,000 tested, 0.02% active; active = well fitted inhibition curve with a large enough effect in the main read-out, with a control signal flat, not every such curve was filed as active; inconclusive = small, poorly fitted or top-dose-only effect, or a change in a side signal; note: potency is the fitted concentration of half-maximal effect; % of control where 0% means no effect
# Target sequence (P55210 24-198 limits assumed): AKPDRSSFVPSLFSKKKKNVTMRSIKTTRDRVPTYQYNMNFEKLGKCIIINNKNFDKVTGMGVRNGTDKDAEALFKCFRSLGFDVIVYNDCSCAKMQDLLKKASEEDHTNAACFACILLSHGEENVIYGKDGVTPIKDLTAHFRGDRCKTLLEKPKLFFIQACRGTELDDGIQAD
# Target sequence (P55210 207-303 limits assumed): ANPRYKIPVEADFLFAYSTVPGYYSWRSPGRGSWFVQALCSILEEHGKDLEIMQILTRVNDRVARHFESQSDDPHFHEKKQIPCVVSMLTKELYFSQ
# USP2a inh = qHTS Assay for Inhibitors of Ubiquitin-specific Protease USP2a | Potency, µM (series often up to 38.3 µM), for inactives: at the highest dose activity change, negative = inhibition, usual class: inhibitors | Ubiquitin carboxyl-terminal hydrolase 2 (Homo sapiens), O75604 | 60,000 tested, 0.1% active | USP2a enzymatic assay, qHTS inhibition;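 note: potency is the fitted concentration of half-maximal effect; nearly all actives have a fitted effect of over 60% in size; plate controls were DMSO for no effect and NEM full inhibition control for full effect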
#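 20 nM USP2 core + cpd, 30 min RT; add 20 nM Ub-PLA2/20 uM NBD C6-HPC; read Ex460/Em535 at 0 h and 2.5 h. Normalized to NEM; qHTS curve fit/classification.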
# Tau filament bind = qHTS Assay for Tau Filament Binding; Microtubule-associated protein tau (Homo sapiens), P10636; recombinant tau filaments, thioflavin S fluorescence, 15 h; filaments grown with octadecylsulfate alongside compound; Potency, µM (doses to about 57.1 µM), inactives show at the top dose activity change, negative = inhibition; 71,000 tested, 2% active;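 note: potency is the fitted concentration of half-maximal effect; % is set by controls: 0 for no effect and ±100 for the full control effect; actives lower thioflavin S fluorescence by blocking filaments or displacing dye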
#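 Recombinant tau protein (human, 1 uM final) plus 30 uM ODS in HEPES pH 7.4 with NaCl, DTT and thioflavine S. Compound present from the start; fluorescence at 510 nm after 15 h, 37 C.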
# BRCT PPI green = qHTS Assay for Inhibitors of BRCT-Phosphoprotein Interaction (Green Fluorophore). Breast cancer type 1 susceptibility protein (Homo sapiens), P38398. BRCA1 BRCT-phosphopeptide binding, green fluorescence polarization. Potency, µM (titrated, usually from 76.9 µM), inactives show at the top dose activity change, negative = inhibition, actives largely listed as inhibitors. 75,000 tested, 0.05% active. AID 875, 2007;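 note: potency is the fitted concentration of half-maximal effect; plate controls were peptide without protein for full effect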
#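 Compounds were incubated for 12 min at room temperature with a complex of 100 nM fluorescein-tagged pBACH1 decapeptide and 250 nM His-tagged BRCT protein. Buffer was phosphate pH 7.3 with EDTA, DTT and Tween 20. Disruption of binding lowers the polarization signal.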
# A350 autofl = qHTS Assay for Spectroscopic Profiling in A350 Spectral Region | Compound autofluorescence, 340/450 nm, Alexa 350 dye-equivalents; active compounds read high | max dye-equivalent concentration, M | 59,000 tested, 11% active; in the data active = max dye-equivalent concentration above about 10 nM; inconclusive = mostly about 1.1 nM to 9.6 nM
# BRCT inh red = qHTS Assay for Inhibitors of BRCT-Phosphoprotein Interaction (Red Fluorophore); BRCT-phosphopeptide binding, red fluorescence polarization; Potency, µM (doses to about 76.9 µM), inactives show at the highest dose activity change, negative = inhibition, most hits filed as inhibitors; 75,000 tested, 0.03% active; note: % is set by controls: 0 for no effect and ±100 for the full control effect
#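 Rhodamine-labelled pBACH1 10-mer (100 nM) bound to BRCT domain (100 nM) at pH 7.3; compounds incubated 12 min room temperature, polarization read. Free peptide defines full inhibition; unlabelled decapeptide titrated as control.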
# CRE-bla Fsk = Cell signaling CRE-BLA (Fsk stim). CHO CRE-bla reporter (cAMP response element driving beta-lactamase), forskolin EC10, beta-lactamase ratio. Potency, µM (top dose mostly 38.2 µM), inactives show at the highest dose activity change, negative = inhibition, usual class: activators. AID 662, 2007. 71,000 tested, 2.5% active; active = well fitted activation curve with a large enough effect in the signal ratio, with a control signal flat, not every such curve was filed as active; inconclusive = small, poorly fitted or top-dose-only effect, or effect the other way, or a change in a side signal; the % refers to the signal ratio; note: potency is the fitted concentration of half-maximal effect; % of control where 0% means no effect
#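 Beta-lactamase reporter under a cAMP responsive element in CHO cells; compounds tested in titration series against EC10 NKH 477, 3 h at 37 °C. Read-out: CCF4 FRET ratio 460nm/530nm (excitation 405nm) giving %Activity, fitted to AC50.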
# Caspase-1 inhib = qHTS Assay for Allosteric/Competitive Inhibitors of Caspase-1; AID 900, 2007; P29466; Potency, µM (top dose mostly 57.5 µM), for inactives: at the highest dose activity change, negative = inhibition, usual class: inhibitors; 75,000 tested, 0.03% active; Caspase-1 enzyme, Ac-WEHD-AFC fluorogenic rate;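 note: potency is the fitted concentration of half-maximal effect; plate controls were vehicle for no effect and no substrate for full effect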
# Luciferase inh = qHTS Assay for Inhibitors of Firefly Luciferase. purified firefly luciferase, luminescence, 8 min. Potency, µM (doses to about 57.1 µM), without a hit: at the top dose activity change, negative = inhibition, most hits filed as inhibitors. 72,000 tested, 2.2% active. AID 411, 2009; note: potency is the fitted concentration of half-maximal effect; % is set by controls: 0 for no effect and ±100 for the full control effect; nearly all actives have a fitted effect of over 40% in size
# Target sequence (P08659 whole entry, looked up): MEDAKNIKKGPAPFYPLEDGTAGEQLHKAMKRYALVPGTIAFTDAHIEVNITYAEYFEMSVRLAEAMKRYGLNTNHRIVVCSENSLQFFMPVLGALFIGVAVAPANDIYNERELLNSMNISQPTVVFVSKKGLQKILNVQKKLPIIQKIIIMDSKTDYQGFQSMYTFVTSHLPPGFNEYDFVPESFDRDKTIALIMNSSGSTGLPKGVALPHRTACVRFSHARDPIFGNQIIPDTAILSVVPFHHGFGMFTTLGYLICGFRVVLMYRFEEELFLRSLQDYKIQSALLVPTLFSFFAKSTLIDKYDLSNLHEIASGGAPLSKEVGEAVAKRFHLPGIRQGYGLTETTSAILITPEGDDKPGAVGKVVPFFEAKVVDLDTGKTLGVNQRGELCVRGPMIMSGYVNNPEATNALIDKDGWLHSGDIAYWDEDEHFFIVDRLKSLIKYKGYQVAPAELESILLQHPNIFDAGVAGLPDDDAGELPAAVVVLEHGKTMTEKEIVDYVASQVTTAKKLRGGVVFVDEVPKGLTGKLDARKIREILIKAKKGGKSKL
#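 Here, luciferase activity is measured as luminescence following an 8 min room-temperature reaction at 10 uM ATP, pH 7.2. Every library sample is titrated.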
# HEK293 cAMP cs = qHTS Assay for Agonists of the Thyroid Stimulating Hormone Receptor: Activators of Intracellular cAMP Concentrations in Parental HEK 293; Potency, µM (doses to about 57.1 µM), without a hit: at the top dose activation, most hits filed as activators; AID 938, 2007; 73,000 tested, 2.5% active; parental HEK293 CNG cAMP sensor, membrane potential fluorescence; note: potency is the fitted concentration of half-maximal effect; % of control where 0% means no effect; nearly all actives have a fitted effect of over 55% in size
#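 Parental HEK 293 cells stably expressing a modified CNG channel (no TSHR) report cAMP rise as membrane depolarization. Membrane potential dye with 100 uM RO 20-1724 was loaded for 60 min at room temperature, then compound added for 30 min; fluorescence read at 590 nm.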
# ERK AVP inh = qHTS Assay for Inhibitors of the ERK Signaling Pathway using a Homogeneous Screening Assay | Potency, µM (series often up to 57.5 µM), for the others: at the highest dose activity, negative = inhibition, actives largely listed as inhibitors | AID 995, 2007 | 72,000 tested, 0.99% active | HEK293-V1b, vasopressin-stimulated pERK AlphaScreen; note: potency is the fitted concentration of half-maximal effect; % is set by controls: 0 for no effect and ±100 for the full control effect; nearly all actives have a fitted effect of over 55% in size
#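 V1b-HEK293 cells; cpd 30 min 37C; 25 nM vasopressin 5 min; lyse 10 min; AlphaScreen beads 5 hr RT. Normalized to DMSO basal and 25 nM vasopressin; AC50 by Hill fit.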
# Active calls of the source: *; i = inactive; ? = inconclusive; . = not tested or not shown; [ ] = dose if it differs, or a comment. Unless noted, calls come from the whole dose curve; as a rule, active = well fitted curve in the direction sought with a large enough effect; inconclusive = small, poorly fitted or top-dose-only effect, or another doubt; inactive = no such curve, though single readings can be large; an effect the other way counts as inactive or inconclusive. Compounds were not picked by outcome; about 16% have a hit in one of these screens.
SMILES,Casp7 inh,USP2a inh,Tau filament bind,BRCT PPI green,A350 autofl,BRCT inh red,CRE-bla Fsk,Caspase-1 inhib,Luciferase inh,HEK293 cAMP cs,ERK AVP inh
O=C(NCCN1CCCCC1)c1ccc2c(c1)OCCO2,-1.1%,-10.2%,5.4%,-1.3%,.,-0.7%,-8.1%,0.2%,-7.5%,1.7%,-5.0%
CCc1nnc(NC(=O)Nc2ccccc2OC)s1,-2.3%,4.8%,6.3%,-1.4%,.,-0.1%,3.9%,0.8%,-2.8%,4.9%,6.0%
CC1(C)CC(=O)c2c(oc3cc4c(cc23)OCO4)C1,-1.0%,.,.,-2.8%,.,-1.7%,.,-2.2%,.,.,-12.9%
Cc1ccc(C(=O)CSc2nnc(Cn3nnc4ccccc43)n2C)cc1,1.3%,.,-7.9%,1.6%,i,-0.6%,-3.5%,-0.4%,-3.8%,1.7%,-10.5%
CCn1cc(NC(=O)Nc2ccc(OC)c(OC)c2)c(C(N)=O)n1,-0.6%,-7.1%,-1.1%,0.4%,i,0.1%,3.6%,0.4%,-0.1%,0.2%,-3.1%
Cc1cccc(/N=C/c2c(O)n(-c3cc(Cl)ccc3N3CCOCC3)c(=O)c3ccccc23)n1,-3.0%,0.0%,-9.0%,-2.1%,?,0.7%,9.2%,-4.2%,0.5%,6.5%,4.8%
COC(=O)c1ccccc1NC(=O)CSc1nc(O)cc(=O)n1C1CCCC1,-4.0%,33.1%[activator],-7.1%,-3.5%,i,-0.3%,?,2.5%,-0.2%,4.7%,15.6%
O=C(Cc1ccccc1)Nc1nc(-c2cccs2)cs1,-2.8%,15.6%,6.3%,2.3%,i,-0.6%,-8.9%,0.8%,-25.9%,29.6%,24.0%
CCN=C1SC(C(=O)NCCc2ccccc2)CC(=O)N1CC (stereo unspecified),-1.4%,7.7%,5.3%,-3.8%,i,-0.1%,8.0%,1.4%,-0.4%,6.2%,-1.7%
COc1ccc2cc3[n+](cc2c1OC)CCc1cc2c(cc1-3)OCO2,-9.8%,-5.7%,59.1%,1.6%[3.08 µM],i,0.7%,-16.9%,-8.7%,4.9%[25.5 µM],16.1%,-17.4%
COc1c2ccoc2nc2c(OC)c(OC[C@H](O)C(C)(C)O)ccc12,-5.2%[25.7 µM],-2.8%[17.1 µM],29.8%,-1.1%[34.4 µM],1.64e-08M*,0.5%[34.4 µM],16.3%,-3.0%[25.7 µM],-2.7%[11.4 µM],5.1%,11.7%[25.7 µM]
CCN1C(=O)[C@H]2[C@H]3[C@H](O)[C@H](O)C/C(=N/OC[C@@H](O)[C@H]4O[C@H]5OC(C)(C)O[C@H]5[C@@H]4O)[C@@H]3CC[C@@H]2C1=O,-0.7%[11.5 µM],.,.,0.5%[15.4 µM],.,-0.1%[15.4 µM],.,-2.2%[11.5 µM],1.2%[11.4 µM],0.2%[11.4 µM],15.3%[11.5 µM]
CCOc1ccccc1N(CC)C(=O)Cn1ncc2c(=O)oc3ccccc3c21,-12.4%,.,40.0%,3.7%,.,-1.3%,?,-4.2%,2.8%,?,-8.2%
c1ccc(NCCSc2nc3ccccc3s2)cc1,1.9%[11.5 µM],.,2.2%[11.4 µM],0.3%[15.4 µM],i,-2.1%[15.4 µM],7.0%[7.6 µM],-6.8%[11.5 µM],0.7%[11.4 µM],5.3%[11.4 µM],18.8%[11.5 µM]
Cc1cc2occ(CC(=O)NC3=NCCS3)c2cc1C(C)C,-2.2%,6.8%,18.2%,-2.4%,i,1.0%,?,0.8%,-0.4%,22.0%,?
COc1ccc(-c2cc(C(F)(F)F)nc(SCC(=O)Nc3cc(C)on3)n2)cc1,0.3%,-4.5%,7.8%,0.4%,7.26e-08M*,-0.2%,7.7%,0.4%,-1.2%,16.2%,-8.4%
O=C(CCn1nnc2ccccc2c1=O)N[C@H](C(=O)O)c1ccccc1,-0.1%,-3.0%,-4.5%,-0.4%,i,-0.1%,-25.1%,1.0%,1.7%,-1.1%,-0.5%
O=C(NCCSc1ccccc1)c1cccnc1,0.6%,2.7%[7.66 µM],5.4%[11.4 µM],-1.3%,.,-0.1%,15.7%[7.6 µM],2.2%,-2.1%,-4.8%[11.4 µM],-7.5%
O=C(CCN1CCCCC1)Nn1c(=S)[nH]c2ccccc2c1=O,0.0%,0.1%,-8.4%,-0.2%,i,-0.3%,-19.7%,-8.7%,1.0%,10.8%,-0.8%
O=C(c1cccc(F)c1)N1CCN(S(=O)(=O)c2ccccc2)CC1,1.0%,4.5%,-5.4%,-0.7%,.,0.2%,?,0.9%,2.7%,4.5%,20.3%
CCOc1ccccc1N(CC(=O)NC1CCCCC1)S(C)(=O)=O,-0.1%,3.6%[7.66 µM],-2.4%[11.4 µM],-1.1%,.,-0.2%,?,0.6%,1.6%,4.7%[11.4 µM],-20.3%
COCCN(C(=O)CCCC(=O)Nc1ccccn1)C(C(=O)NC1CCCCC1)c1ccc(C)cc1 (stereo unspecified),-2.3%,7.3%,-11.5%,-2.1%,i,-1.2%,-20.4%,-0.1%,2.3%,7.94µM*,11.4%
Cc1cccc(-c2cc3nc4c(c(N5CCCC(O)C5)n3n2)CCC4)c1 (stereo unspecified),-5.2%,9.4%,46.2%,-0.9%,?,0.1%,12.6µM*,-6.3%,1.1%,17.7%,20.1%
Cc1ccc2c(c1)c1ncnc(N3CCC4(CC3)OCCO4)c1n2C,-11.0%,5.9%,9.5%,0.1%,3.49e-06M*,0.1%,?,-11.9%,-26.9%,1.3%,?
COc1ccccc1NC(=O)C(Cc1ccc(Cl)cc1)c1nn[nH]n1 (stereo unspecified),-0.8%,1.6%,1.6%,0.8%,i,3.0%,-3.0%,-0.8%,9.7%,27.4%,-0.2%
Nc1c(C(=O)NCCN2CCOCC2)c2nc3ccccc3nc2n1-c1ccccc1,0.7%,12.1%,9.0%,0.2%,?,0.3%,?,-0.9%,2.7%,9.3%,14.6%
O=S(=O)(NCCc1ccccc1)c1ccc(S(=O)(=O)N2CCCCC2)cc1,0.9%,-10.6%,9.3%,0.2%,i,-0.7%,3.1%,-0.1%,0.9%,-9.7%,-2.1%
O=C(O)c1ccc(C(=O)O)c(C(=O)O)c1.[NH-][C@@H]1CCCC[C@@H]1[NH-].[Pt],3.8%[11.5 µM],.,-2.3%[11.4 µM],-2.9%[15.4 µM],i,-0.1%[15.4 µM],14.8%[7.6 µM],0.4%[11.5 µM],-2.6%[11.4 µM],2.3%[11.4 µM],20.9%[11.5 µM]
O=C(CSc1nc(C2CC2)nc2sc3c(c12)CCCC3)NCc1ccco1,0.2%,4.3%,9.8%,-4.0%,i,0.5%,1.4%,0.0%,-1.4%,?,-21.1%
O=C(Cn1c(NCCO)nc2ccccc21)c1cccs1,-1.0%,-1.1%,-1.8%,-3.1%,i,-2.7%,-8.4%,1.4%,-5.2%,5.0%,-6.2%
O=C(Nc1ccccc1C(F)(F)F)c1cc(-c2ccccc2O)on1,-1.8%,0.5%,?,0.6%,i,0.7%,5.7%,0.0%,-4.5%,?,14.6%
CN1CCN(CC(=O)n2c3c(c4ccccc42)CCCC3)CC1,-6.8%,-6.8%,37.8%,-1.5%,i,-2.6%,6.2%,-10.8%,0.8%,?,12.5%
Cc1nnc(SCC(=O)Nc2ccc(Oc3ccccc3)cc2)n1N,0.6%,-3.0%,-33.5%,0.7%,i,-0.3%,-12.6%,-0.3%,-6.2%,0.9%,8.9%

# Record cards (already shown). Order of screens: Casp7 inh, USP2a inh, Tau filament bind, BRCT PPI green, A350 autofl, BRCT inh red, CRE-bla Fsk, Caspase-1 inhib, Luciferase inh, HEK293 cAMP cs, ERK AVP inh
# `COC(=O)c1ccccc1NC(=O)CSc1nc(O)cc(=O)n1C1CCCC1` is entered as -4.0%, 33.1%[activator], -7.1%, -3.5%, i, -0.3%, ?, 2.5%, -0.2%, 4.7%, 15.6%
# `O=C(NCCSc1ccccc1)c1cccnc1` is entered as 0.6%, 2.7%[7.66 µM], 5.4%[11.4 µM], -1.3%, ., -0.1%, 15.7%[7.6 µM], 2.2%, -2.1%, -4.8%[11.4 µM], -7.5%

# High-throughput results from PubChem BioAssay.
